NPC1 prom act – NPC1 promoter activation | Potency, µM (titrated, usually from 9.22 µM), for the others: at the highest dose activation, usual class: activators | Huh7 NPC1 promoter luciferase reporter, 24 h | AID 485313 | 320,000 compounds, 2.4% hits;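 also: potency is read from the fitted curve at half-maximal effect; % of control where 0% means no effect; nearly all actives have a fitted effect of over 60% in size; reporter is driven by a mutant NPC1 promoter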
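In 1536-well qHTS, Huh7 cells harboring an NPC1 promoter–luciferase construct received compound for 24 h; activation was quantified by luminescence following luciferase reagent addition.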
RORg inh – blocks mouse ROR gamma transcriptional activity; Potency, µM (titrated, usually from 53.6 µM), without a hit: at the top dose activity change, negative = inhibition, hits mostly inhibitors; Drosophila S2 Gal4-RORgamma UAS-luciferase reporter, 20 h; 310,000 compounds, 5.4% hits; AID 2551; also: potency is read from the fitted curve at half-maximal effect; % is scaled to controls: 0 for no effect and ±100 for the full control effect; nearly all actives have a fitted effect of over 60% in size
Target sequence (P51450 whole entry, looked up, the tested form may be a part): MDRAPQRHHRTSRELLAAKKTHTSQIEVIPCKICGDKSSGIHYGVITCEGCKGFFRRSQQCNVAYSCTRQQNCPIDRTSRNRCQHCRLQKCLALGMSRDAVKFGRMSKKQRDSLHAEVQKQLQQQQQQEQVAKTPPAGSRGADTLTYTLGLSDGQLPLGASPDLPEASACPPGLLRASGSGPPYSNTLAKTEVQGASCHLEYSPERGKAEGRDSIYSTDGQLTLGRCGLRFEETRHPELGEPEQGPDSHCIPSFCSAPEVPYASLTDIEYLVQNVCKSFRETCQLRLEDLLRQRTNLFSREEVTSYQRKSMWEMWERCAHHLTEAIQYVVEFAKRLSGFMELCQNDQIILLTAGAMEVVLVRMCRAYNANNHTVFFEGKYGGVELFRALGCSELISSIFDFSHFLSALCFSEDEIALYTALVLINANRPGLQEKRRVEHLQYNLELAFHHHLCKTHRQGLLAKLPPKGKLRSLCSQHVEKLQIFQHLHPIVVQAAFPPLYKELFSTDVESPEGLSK
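Luciferase reporter read in Schneider cells carrying Gal4-RORγ (mouse) and UAS-Photinus luciferase; cells given compound 1 h before 700 uM copper sulfate induction, then incubated 20 h at ambient temperature.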
Menin-MLL TR inh – inhibitors of human menin-MLL interaction, mutant MLL peptide. O00255. Menin + Texas Red MLL mutant peptide, fluorescence polarization. Potency, µM (top dose mostly 61.6 µM), for the others: at the top dose FP activity change, negative = inhibition, hits mostly inhibitors. 270,000 compounds, 0.23% hits. AID 1768; active = well fitted inhibition curve with a large enough effect in the polarisation, with a control signal flat, not every such curve was filed as active; inconclusive = small, poorly fitted or top-dose-only effect, or effect the other way, or a change in a side signal; inactive = no such curve, though single readings can be large or run the other way; the % refers to the polarisation; also: potency is read from the fitted curve at half-maximal effect; % of control where 0% means no effect; many of its hits are not listed in these tables
Gal4-VP16 FLuc – inhibits Gal4-VP16 luciferase reporter, ROR gamma counter-screen. Drosophila S2 Gal4-VP16 UAS-luciferase, luminescence, 20 h. Potency, µM (series often up to 53.6 µM), for the others: at the highest dose activity, negative = inhibition, most hits filed as inhibitors. 310,000 compounds, 3.5% hits;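 also: Gal4-VP16 expression switched on by copper sulfate through the metallothionein promoter; potency is read from the fitted curve at half-maximal effect; % is scaled to controls: 0 for no effect and ±100 for the full control effect; nearly all actives have a fitted effect of over 50% in size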
MBNL1-CUG inh – blocks human MBNL1 binding to CUG repeat RNA. Q9NR56. Potency, µM (series often up to 57.5 µM), for inactives: top-dose activity change, negative = inhibition, usual class: inhibitors. TR-FRET MBNL1-His/biotin-(CUG)12 binding, 665/545 ratio. AID 2675. 280,000 compounds, 0.036% hits; active = well fitted inhibition curve with a large enough effect in the signal ratio, with a control signal flat, not every such curve was filed as active; inconclusive = small, poorly fitted or top-dose-only effect, or effect the other way, or a change in a side signal; inactive = no such curve, though single readings can be large or run the other way; the % refers to the signal ratio; also: potency is read from the fitted curve at half-maximal effect; % is scaled to controls: 0 for no effect and ±100 for the full control effect
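His-tagged MBNL1 binding to biotinylated (CUG)12 RNA was measured by TR-FRET using terbium anti-His antibody (0.055 ng/ul final) and streptavidin-XL665 (5 nM final). Compounds were titrated 92 nM to 58 uM; 60 min at room temperature.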
KCNH2 3.1 block – KCNH2 3.1 (human) potassium channel inhibition; AID 720553; U2OS KCNH2 3.1, thallium flux FluxOr; stronger effect = lower value; activity change, % (tested at about 1.8 µM); 340,000 compounds, 0.95% hits;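 active = maximum activity change below -70%; inconclusive = maximum activity change from -70% to -50%; inactive = maximum activity change above -50%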;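 also: thallium influx rate constant from kinetic fluorescence after stimulation buffer; % is scaled to controls: 0 for no effect and ±100 for the full control effect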
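Channel expression came from 3.1 mutant virus (1.77 x 10^8 /mL) applied to suspended U2OS cells for 4 h. Flux was tracked with FluxOr dye plus Red40 quencher, and kinetic rate constants normalized to controls.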
Rab9 promoter act – activators of Rab9 promoter. Potency, µM (highest dose often 9.22 µM), for inactives: at the highest dose activation, negative = inhibition, hits mostly activators. 320,000 compounds, 2.8% hits. Huh7 Rab9 promoter-luciferase reporter, luminescence, 24 h; also: potency is read from the fitted curve at half-maximal effect; % of control where 0% means no effect; nearly all actives have a fitted effect of over 60% in size
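Steps: seed 1500 Huh7 Rab9-luc cells per well, rest 2 h at 37 °C; add compound in DMSO; incubate 24 h; add luciferase reagent, 10 min ambient; read luminescence.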
FLuc modulator – inhibits or activates purified firefly luciferase, miR-21 counter-screen. P08659. purified FLuc, Km substrates, luminescence inhibition. Potency, µM (series often up to 57.5 µM), inactives show top-dose activity change, negative = inhibition, most hits filed as inhibitors. 360,000 compounds, 6.9% hits. AID 588342;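 also: potency is read from the fitted curve at half-maximal effect; plate controls were vehicle for no effect and reference inhibitor for full effect; nearly all actives have a fitted effect of over 55% in size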
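Purified P. pyralis luciferase, 10 nM final, with Km-level 10 uM D-luciferin and 10 uM ATP in 50 mM Tris acetate pH 7.5, 10 mM Mg acetate, 0.01% Tween-20, 0.05% BSA; 6-point qHTS titration about 60 µM downward; luminescence read.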
ELG1 repair inh – blocks ELG1-dependent DNA repair in HEK293T cells | 330,000 compounds, 2.3% hits | Potency, µM (titrated, usually from 46.1 µM), inactives show at the highest dose activity change, negative = inhibition, actives largely listed as inhibitors | AID 504467 | HEK293T ELG1-luciferase reporter, luminescence, 16 h; DNA damage induced by 5-fluorouridine; also: potency is read from the fitted curve at half-maximal effect; % is scaled to controls: 0 for no effect and ±100 for the full control effect; nearly all actives have a fitted effect of over 55% in size
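In this reporter screen, reduction of luminescence relative to DMSO vehicle indicated activity. Compounds and 5-fluorouridine were added together to 2,000 cells per well, incubated for 16 hr at 37 °C, then developed with ONE-Glo.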
Mito fusion yeast – inhibitors of mitochondrial division or activators of mitochondrial fusion; S. cerevisiae fusion-defective mutant growth rescue, CellTiterGlo 48 h; Potency, µM (doses to about 46.1 µM), for inactives: top-dose growth rescue (activation), most hits filed as activators; 320,000 compounds, 0.23% hits; AID 485298;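 also: potency is read from the fitted curve at half-maximal effect; % of control where 0% means no effect; nearly all actives have a fitted effect of over 45% in size; temperature-sensitive fusion mutants such as fzo1-1 at 37 °C on non-fermentable ethanol glycerol medium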
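Luminescent cell viability in 1536-well qHTS format served as the measure of rescued growth in ts fusion-mutant S. cerevisiae cultured on non-fermentable YPEG for 48 hours at 37C.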
PKM2 act – activators of human pyruvate kinase M2. Potency, µM (doses to about 57.5 µM), for inactives: at the top dose activation, actives largely listed as activators. P14618. purified PKM2, Kinase-Glo ATP luminescence, activation; response scale: 0% is enzyme alone, no compound. AID 1631. 260,000 compounds, 0.34% hits; also: potency is read from the fitted curve at half-maximal effect; % is scaled to controls: 0 for no effect and ±100 for the full control effect; nearly all actives have a fitted effect of over 55% in size
Target sequence (P14618 whole entry, looked up): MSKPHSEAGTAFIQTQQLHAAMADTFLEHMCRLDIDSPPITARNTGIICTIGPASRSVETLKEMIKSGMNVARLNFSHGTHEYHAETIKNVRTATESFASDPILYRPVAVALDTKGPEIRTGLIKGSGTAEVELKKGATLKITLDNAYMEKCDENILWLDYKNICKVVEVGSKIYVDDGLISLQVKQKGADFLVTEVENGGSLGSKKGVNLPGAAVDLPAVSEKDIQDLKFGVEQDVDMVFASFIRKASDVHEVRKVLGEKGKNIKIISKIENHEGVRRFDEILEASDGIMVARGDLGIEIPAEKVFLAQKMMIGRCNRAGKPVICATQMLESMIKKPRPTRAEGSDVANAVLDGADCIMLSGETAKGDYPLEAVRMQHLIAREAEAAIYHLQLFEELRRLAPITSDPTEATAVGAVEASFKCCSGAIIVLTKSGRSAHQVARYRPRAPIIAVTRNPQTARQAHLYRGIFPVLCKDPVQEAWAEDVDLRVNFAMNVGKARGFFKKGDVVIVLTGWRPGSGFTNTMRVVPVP
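Kinase-Glo luminescence reports ATP generated from ADP (0.1 mM) and PEP (0.5 mM) by purified hPK-M2 after 1 h at room temperature, pH 7.2 imidazole buffer; intermediate enzyme activity allows detecting inhibitors and activators.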
Active calls of the source: *; ? = inconclusive; / = not tested or not shown; [ ] = remark or other dose. Unless noted, calls follow the shape of the dose curve; as a rule, active = well fitted curve in the direction sought with a large enough effect; inconclusive = small, poorly fitted or top-dose-only effect, or another doubt; inactive = no such curve, though single readings can be large; an effect the other way counts as inactive or inconclusive. Only part of the results is shown (hit frequency here may not be typical).

entry	smiles	NPC1 prom act	RORg inh	Menin-MLL TR inh	Gal4-VP16 FLuc	MBNL1-CUG inh	KCNH2 3.1 block	Rab9 promoter act	FLuc modulator	ELG1 repair inh	Mito fusion yeast	PKM2 act
1	O=C(Cc1ccc(F)cc1)Nc1ccccc1Sc1ccccc1	-1%	4%	-11%	-11%	-2%	0	-4%	4%	-5%	29%	-21%
2	COc1cc(C)c(Br)cc1S(=O)(=O)NCc1cccs1	0%	-14%	21%	-10%	1%	-2	0%	4%	-3%	4%	1%
3	CCOc1ccccc1N(CC(=O)NCc1ccc(OC)cc1)S(C)(=O)=O	0%	9%[10 µM]	-18%	2%	-9%	-2	3%	-1%	0%	-1%	1%
4	O=C(CN1CCN(CC(=O)Nc2ccc3c(c2)OCO3)CC1)Nc1ccc(F)cc1	7%	0%	0%	3%	0%	-109*	0%	1%	-3%	-2%	-8%
5	CC(NC(=O)c1ccccc1NC(=O)c1ccncc1)c1ccccc1 (stereo unspecified)	-3%	8%	9%	-3%	5%	/	-3%	-2%	-14%	-1%	-1%
6	O=c1oc2ccccc2cc1-c1nc2c(s1)CCc1ccccc1-2	16%	26%	?	-7%	/	-28	16%	-15%	30%	-1%	-3%
7	Cc1onc(-c2c(F)cccc2Cl)c1C(=O)N(C)C1CCCCC1	-5%	20%	/	-4%	-4%	1	0%	-3%	-3%	-1%	-1%
8	CCn1nc(NS(=O)(=O)c2ccc(F)cc2)c2cc3cccc(C)c3nc21	2%	-3%	/	-10%	3%	-18	-1%	0%	3%	7%	/
9	CCC1=Nc2cc(C(=O)O)ccc2Sc2ccccc21	-4%	15%	10%	1%	-15%	6	0%	8%	0%	11%	-4%
10	O=C1c2ccccc2C(=O)c2c1cccc2N(CCO)CCO	8%	?	-19%	-10%	?	2	11%	?	-9%	-6%	-4%
11	CC(=O)N/C(=C\c1ccc(F)cc1)C(=O)N(C)C	1%	-4%	0%	-5%	?	13	-1%	3%	0%	-2%	-5%
12	COc1ccc(S(=O)(=O)N2CCOCC2)cc1NC(=O)c1cc2ccccc2o1	-4%	/	/	/	/	-9	-3%	-7%	?	15%	/
13	C=CCN(CC=C)S(=O)(=O)c1ccc(NC(=S)NC(=O)c2ccc(-c3ccccc3)cc2)cc1	-15%	1.4µM*	?	2.5µM*	-4%	7	-25%	3%	?	-4%	0%
14	Cc1c(C(=O)O)sc2nc3n(c(=O)c12)CCC(C)CC3 (stereo unspecified)	-1%	26%	-15%	-1%	1%	-8	1%	1%	-5%	-9%	1%
15	Cc1cc(CNC(=O)COc2ccc(F)cc2F)c2ccccc2n1	-4%	?	2%	-6%[10 µM]	-12%	5	-3%	3%	?	3%	5%
16	COc1cc(/C=C/C(=O)NCCN2CCOCC2)cc(OC)c1OC	-1%	-2%	3%	-7%	6%	9	-6%	4%	?	-5%	-4%
17	COc1ccc(C(C)C)cc1S(=O)(=O)n1ccnc1C	-7%	-19%	-2%	-8%	15%	-36	1%	3%	9%	9%	1%
18	CC(=O)c1ccc(OCc2cc(C(=O)NCCn3nc(C)cc3C)no2)cc1	18%	?	/	12%	-4%	-9	24%	?	?	1%	0%
19	CCCCn1c(N)c(N(CC)C(=O)C2COc3ccccc3O2)c(=O)[nH]c1=O (stereo unspecified)	0%	/	/	/	/	-10	7%	1%	?	-3%	/
20	Cc1cc(NC(=S)N(CCN2CCCCC2)Cc2ccco2)ccc1Cl	-11%	?	?	?	-7%	-26	-2%	3%	-3%	-1%	1%
21	CC(C)(C)n1nc2c(c1NC(=O)Cc1ccc(F)cc1)CS(=O)(=O)C2	-7%	-9%	?	33%	-14%	7	1%	-1%	8%	-1%	/
22	COc1ccc(-c2nn(-c3ccccc3)cc2/C=C/C(=O)O)cc1[N+](=O)[O-]	-20%	8%	/	-9%	?	25	-12%	2%	9%	11%	11%
23	CSc1ccc(S(=O)(=O)N2CCC(C(=O)NCCCn3ccnc3)CC2)cc1	-1%	11%	/	-5%	-7%	-9	1%	4%	5%	-1%	-1%
24	COC(=O)c1cc(NC(=O)COC(=O)CCc2c[nH]c3ccccc23)cc(C(=O)OC)c1	-1%	/	/	/	/	-22	-1%	0%	-2%	2%	/
25	O=C(NCc1ccco1)c1cccc(NC(=O)c2ccco2)c1	-2%	5%	-2%	18%	0%	-12	7%	-18%	3%	1%	-1%
26	Cc1ccc2cccc(OCC(=O)N(C)CC(=O)Nc3ccc(F)cc3)c2n1	0%	/	/	/	/	-9	-7%	1%	-1%	-6%	/
27	Cc1cccc(C)c1NC(=O)NNC(=O)c1cc(C(C)(C)C)nn1Cc1ccccc1	5%	-29%	/	2%	/	-2	1%	-1%	-17%	-3%	-4%
28	Cc1cccc(/C=c2\s/c(=C\C(=O)C(C)(C)C)[nH]c2=O)c1	2%	28%	4%	-8%	4%	-2	16%	?	?	-17%	-2%
29	CCCC(c1nnnn1Cc1ccco1)N1CCC(C(N)=O)CC1 (stereo unspecified)	-4%	3%	5%	-8%	8%	20	6%	1%	-1%	-1%	2%
30	CC1=C(C(=O)Nc2ccccc2)C(c2ccccn2)n2nc(CCCO)nc2N1 (stereo unspecified)	-2%	13%	1%	20%	-1%	3	-6%	-7%	10%	3%	1%
31	COc1ccccc1NS(=O)(=O)c1ccc(N/N=C/c2c(C)nn(-c3ccccc3)c2N2CCCC2)c([N+](=O)[O-])c1	-2%	-7%	6%	-19%	11%	-11	0%	-4%	-2%	-5%	-4%
32	Clc1ccccc1/C=N/Nc1cc(N2CCOCC2)ncn1	?	27%	-27%	?	-4%	-2	?	?	?	0%	-6%
33	Cn1c(CNC(=O)C(Cc2ccccc2)NC(=O)c2ccccc2F)cc(=O)n(C)c1=O (stereo unspecified)	2%	-1%	4%	-1%	2%	-10	0%	1%	1%	4%	/
34	O=C(Nc1ccc2oc(-c3ccncc3)nc2c1)c1cccs1	4%	?	16%	5%	15%	-14	-2%	?	-1%	4%	-1%
35	O=C(CCCN1Cc2ccccc2C1)c1ccc(F)cc1	4%	12%	-17%	2%	7%	-20	0%	-19%	15%	-1%	2%
36	Cc1ccc(CNC(=O)CCCN2C(=S)NC(C)(C)CC2C)cc1 (stereo unspecified)	-1%	?	0%	5%	0%	7	0%	1%	2%	5%	/
37	COc1ccccc1N1CC(C(=O)OCc2nc(N)nc(Nc3ccccc3)n2)CC1=O (stereo unspecified)	2%	/	/	/	/	7	-3%	-21%	11%	2%	/
38	CN(C(=O)COc1ccc(Oc2ccccc2)cc1)C1CCS(=O)(=O)C1 (stereo unspecified)	0%	22%	/	2%	-13%	0	1%	-5%	-23%	11%	-5%
39	CCCN1C(=O)/C(=N\OCC(=O)Nc2ccc(C(C)C)cc2)c2ccccc21	1%	36%	-2%	-6%	16%	-14	-3%	-12%	-10%	8%	-1%
40	O=C(COC(=O)Cc1ccsc1)Nc1ccc(S(=O)(=O)N2CCOCC2)cc1	7%	29%	-5%	2%	-10%	/	6%	3%	16%	-3%	-15%
41	CCCc1cc(=O)n(-c2nc3ccccc3s2)[nH]1	-1%	?	/	0%	1%	2	-5%	?	21µM*	-6%	-4%
42	N#Cc1cn(CCOc2ccc(F)cc2)c2ccccc12	1%	4%	-9%	-11%	1%	-5	5%	-12%	?	2%	0%
43	COc1cccc(NC(=O)c2cc3cccc(OC)c3o/c2=N\O)c1	2.8µM*	-37%	?	-28%	9%	/	0.71µM*	0.54µM*	?	-7%	/
44	COc1ccc(NC(=O)C2CCCN(S(C)(=O)=O)C2)cc1Cl (stereo unspecified)	-2%	19%	9%	-12%	-2%	15	-10%	-7%	18%	-1%	0%
